From PubChem
SIRT5 inh = SIRT5 desuccinylase inhibitors, primary screen, biochemical, fluorescence imaging, single point, set 5; NAD-dependent protein deacylase sirtuin-5, mitochondrial (Homo sapiens), Q9NXA8; Purified SirT5, succinyl-peptide AMC, trypsin-coupled fluorescence; inhibition, % at 15 µM; hit rate 1.1% among 330,000; AID 652115, 2013; in the data active = inhibition above about 15%; inconclusive = no clear call, values can overlap the other calls
Target sequence (Q9NXA8 whole entry, looked up): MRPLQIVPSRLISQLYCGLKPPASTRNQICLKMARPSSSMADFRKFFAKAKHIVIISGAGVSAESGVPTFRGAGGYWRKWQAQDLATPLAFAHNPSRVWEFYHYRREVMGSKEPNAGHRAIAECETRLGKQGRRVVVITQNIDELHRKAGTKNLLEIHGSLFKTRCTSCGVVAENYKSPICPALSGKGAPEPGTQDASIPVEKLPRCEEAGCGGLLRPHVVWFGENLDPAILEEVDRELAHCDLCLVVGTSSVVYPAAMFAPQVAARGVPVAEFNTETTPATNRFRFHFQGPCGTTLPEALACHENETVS
Casp6 inh = human caspase-6 inhibitors, primary screen, biochemical, VEID-R110 fluorescence, single point, set 2; P55212; purified caspase-6, Z-VEID-R110 cleavage fluorescence; inhibition, % at 12.5 µM; hit rate 0.53% among 350,000;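 active = mean inhibition across replicates at least about 35%, with every replicate also reaching that limit, limit read from the data; inconclusive = only one of the two criteria met; inactive = neither criterion met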;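 note: 0% = median of neutral control wells and 100% = no fluorescence left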
miR-122 sensor = miR-122 Renilla sensor signal increase in Huh7, primary screen, miR-122 inhibitor project, cell-based, single point, plate reader; Huh7 miR-122 Renilla luciferase sensor, 48 h; neutral wells = 0, positive control = 100; activation (reporter increase), % at 12.5 µM; hit rate 0.3% among 340,000; AID 602342, 2012;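 active = mean replicate activation score at least 90 and every replicate individually at or above 90; inconclusive = only one of the two criteria met; inactive = neither criterion met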;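 note: higher luciferase means less miR-122 activity so hits act as miR-122 inhibitors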
CFTR F508del cor = F508del CFTR correction, initial screen, CFBE line, single point; hit rate 0.36% among 350,000; activity (quench increase), % at 7.58 µM; CFBE cells, YFP halide quenching; stimulated with forskolin plus potentiator P3; % fluorescence drop versus neutral controls;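 active = mean added fluorescence quench of at least 8% versus neutral control, with both replicates also reaching 8%; inconclusive = only one of the mean or replicate conditions met; inactive = mean below 8% and not both replicates reaching 8%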;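 note: cells transiently co-express mutant CFTR-F508del with the halide-sensitive YFP; corrector assay measuring rescue of mutant channel to the surface after 24 h compound exposure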
DENV2 CPE rescue = inhibitors of DENV2 cytopathic effect, primary screen, cell-based, plate reader, single concentration. DENV2-infected cells, cytopathic effect rescue. CPE inhibition, % at 9.99 µM. hit rate 1.7% among 350,000; in the data active = CPE inhibition above about 20%, passing the limit was not always enough; inconclusive = no clear call, values can overlap the other calls; tested in BHK-21 cells;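 note: 0% = median of neutral control wells and 100% = median of positive control wells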
ERp5 block = inhibitors of ERp5-driven insulin aggregation, primary screen, biochemical, turbidity, absorbance 650 nm, single point; inhibition, % at 9.99 µM; 90 min; Protein disulfide-isomerase A6 (Homo sapiens), Q15084; hit rate 0.05% among 350,000;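 active = mean replicate inhibition above about 25%, with every replicate also reaching it, limit read from the data, passing the limit was not always enough; inconclusive = only one of those two criteria met; inactive = neither criterion met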
Target sequence (Q15084 whole entry, looked up): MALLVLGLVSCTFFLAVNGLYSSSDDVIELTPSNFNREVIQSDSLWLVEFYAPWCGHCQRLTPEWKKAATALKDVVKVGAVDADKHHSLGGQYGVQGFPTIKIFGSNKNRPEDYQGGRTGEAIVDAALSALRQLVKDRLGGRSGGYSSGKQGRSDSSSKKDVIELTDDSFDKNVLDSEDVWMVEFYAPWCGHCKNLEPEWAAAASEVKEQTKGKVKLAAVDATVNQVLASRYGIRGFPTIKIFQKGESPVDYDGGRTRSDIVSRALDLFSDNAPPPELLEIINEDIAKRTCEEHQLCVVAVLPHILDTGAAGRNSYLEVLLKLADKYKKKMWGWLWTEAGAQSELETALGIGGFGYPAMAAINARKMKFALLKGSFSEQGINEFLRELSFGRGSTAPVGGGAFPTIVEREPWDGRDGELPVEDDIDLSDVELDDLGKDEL
ERAP1 HTS inh = human ERAP1 aminopeptidase inhibitors, primary screen, biochemical, single point, plate reader; recombinant ERAP1, Leu-AMC fluorescence, 60 min; inhibition, % at 10.7 µM; hit rate 0.15% among 340,000;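 active = mean replicate inhibition of at least 30%, or all replicates individually reaching that 30% level; inactive = mean below 30% and not every replicate reaching it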;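 note: 0% = neutral control wells and 100% = L-leucinethiol positive control wells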
Numbers without * were called inactive; u = inconclusive; x = no result given; [ ] = remark or other dose.

nr	SMILES	CFTR F508del cor	ERp5 block	ERAP1 HTS inh	miR-122 sensor	SIRT5 inh	Casp6 inh	DENV2 CPE rescue
1	CC(=O)OCCCCCCCCCCC[N+]1(C)CCCCC1	1.9	-5	88*	3	-3	-15	1
2	COc1ccc(-c2nn(-c3ccccc3)cc2/C=C/C(=O)N2CCN(c3ccccn3)CC2)cc1	-3.7	11	1	x	3	3	-7
3	O=C(CN(c1ccccc1)S(=O)(=O)c1ccc(F)cc1)NCc1cccs1	-1.2	-7	-2	0	3	-2	u
4	C[C@H]1CN([C@@H](C)CO)C(=O)Cc2cc(NS(=O)(=O)c3cn(C)cn3)ccc2O[C@H]1CN(C)C(=O)Nc1ccc2c(c1)OCO2	1.1	-9	-10	4[16.7 µM]	4	7	-7
5	CC(C)(C)c1ccc(OCC(=O)Nc2ccc3c4c(cccc24)C(=O)NC3=O)cc1	20*	5	1	-21	-4	-1	6
6	Nc1ccc(-c2nc3c(ccc4ccccc43)[nH]2)cc1	-11	1	-3	-12	-3	4	0
7	O=C(Nc1ccc2c(c1)OCCO2)c1c(Cl)cccc1Cl	-0.9	2	-4	6	x	-2	-8
8	CC1CN(c2ccccc2)CCN1Cc1nc(Cc2ccccc2)no1 (stereo not given)	-0.4	-3	-3	6	-2	0	20

Results in ERAP1 HTS inh and CFTR F508del cor, for some of the entries so far:
item	canonical_smiles	ERAP1 HTS inh	CFTR F508del cor
1	CC(=O)OCCCCCCCCCCC[N+]1(C)CCCCC1	88*	1.9
2	COc1ccc(-c2nn(-c3ccccc3)cc2/C=C/C(=O)N2CCN(c3ccccn3)CC2)cc1	1	-3.7
3	O=C(CN(c1ccccc1)S(=O)(=O)c1ccc(F)cc1)NCc1cccs1	-2	-1.2

Rewritten with values ahead of the structure: 2 of the compounds above
no.	CFTR F508del cor	ERp5 block	ERAP1 HTS inh	miR-122 sensor	SIRT5 inh	Casp6 inh	DENV2 CPE rescue	Compound
3	-1.2	-7	-2	0	3	-2	u	O=C(CN(c1ccccc1)S(=O)(=O)c1ccc(F)cc1)NCc1cccs1
4	1.1	-9	-10	4[16.7 µM]	4	7	-7	C[C@H]1CN([C@@H](C)CO)C(=O)Cc2cc(NS(=O)(=O)c3cn(C)cn3)ccc2O[C@H]1CN(C)C(=O)Nc1ccc2c(c1)OCO2

Next part
nr	SMILES	CFTR F508del cor	ERp5 block	ERAP1 HTS inh	miR-122 sensor	SIRT5 inh	Casp6 inh	DENV2 CPE rescue
9	CC(C)NC(=O)N[C@H]1CC[C@@H](CC(=O)NCCCN(C)C)O[C@@H]1CO	3.6	-1	0	-4[16.7 µM]	-1	-1	u
10	COc1ccccc1NS(=O)(=O)c1cc(NC(=O)COc2ccccc2F)ccc1N1CCOCC1	0.4	-6	-1	x	x	7	-6
11	CC(C)(O)C#Cc1ccc([C@@H]2[C@@H](CO)N3CCCCN(C(=O)c4ccncc4)C[C@@H]23)cc1	-4.3	-1	-2	-1[16.7 µM]	2	-1	19
12	COc1ccc(C(=O)N2C[C@H]3[C@@H](c4ccccc42)[C@H](CO)N3Cc2ccc(Cl)cc2)cc1	1.5	1	3	-21[16.7 µM]	2	-1	-10
13	CCC(CC)c1nnc(NC(=O)CS(=O)(=O)c2ccccc2)s1	0.8	-1	5	x	0	-1	8
14	CN(C)CCCNC(=O)C[C@H]1C=C[C@@H](NS(=O)(=O)c2ccccc2)[C@H](CO)O1	1.9	-2	-2	13[16.7 µM]	2	4	18
15	FC(F)(F)c1cc(Cl)c2nc(-c3ccccc3)c(Cc3ccsc3)n2c1	-2.3	3	0	x	-3	2	-3
16	O=C(NCc1nnc(SCC(=O)N2CCCCCC2)o1)c1ccc(F)cc1	-0.4	0	2	-8	2	-11	8
17	C=CCn1c(NS(=O)(=O)c2ccccc2)c(S(=O)(=O)c2ccc(C)cc2)c2nc3ccccc3nc21	-0.6	-4	1	-2	-4	23	2
18	CCCn1cnc2scc(-c3ccc(OC)cc3)c2c1=O	-0.6	-2	2	-5	0	2	-2
19	CO[C@@H]1CN(C)C(=O)c2ccc(NC(=O)Cc3ccccc3)cc2OC[C@H](C)N(C(C)=O)C[C@H]1C	0.8	-7	-2	9[16.7 µM]	-3	x	-5
20	Nc1nonc1-n1nnc(C(=O)N/N=C/c2cccc(F)c2)c1-c1ccccc1	-0.9	1	0	x	-3	0	3
21	O=C(C[C@@H]1C[C@H]2c3cc(NS(=O)(=O)c4ccc(F)cc4)ccc3O[C@H]2[C@H](CO)O1)NCc1ccc(Oc2ccccc2)cc1	-0.3	0	0	150*[16.7 µM]	11	1	15
22	C[C@H](CO)N1C[C@H](C)[C@@H](CN(C)CC2CCCC2)OCc2cn(nn2)CCCC1=O	-0.3	-5	0	6[16.7 µM]	0	-1	3
23	COc1ccc(/C=N\NC(=O)c2cccc(Br)c2)c(OC)c1	-0.7	1	0	x	0	-3	-5
24	COc1ccc(N2N=NN(C(C)C)C2=C(Cl)c2nnnn2-c2ccc(OC)cc2)cc1	-1.5	2	4	x	-2	2	-2
25	COc1cc(/C=C/C(=O)OCC(=O)NCCN2C(=O)CSC2=O)ccc1OC(F)F	-2.3	7	-1	x	-3	-2	-4
26	COc1cc(NC(=O)CN2CCN(S(=O)(=O)/C=C/c3ccccc3)CC2)cc(OC)c1OC	1.3	9	1	x	-2	2	-2
27	CC(C)(C)C1CCc2onc(C(=O)Nc3ccc4c(c3)OCO4)c2C1 (stereo not given)	1.4	2	-1	-3	-11	-1	u
28	O=C(Cc1ccc([N+](=O)[O-])cc1)Nc1cccc(C(=O)N2CCCC2)c1	1.0	-2	-2	-2	x	6	-1
29	CCOC(=O)c1c(Cl)c(C)nn1-c1nc(OC)cc(OC)n1	0.1	7	-1	x	0	-4	7
30	CCC(=O)N(C)C[C@@H]1Oc2cc(C#CC(C)(C)O)ccc2S(=O)(=O)N([C@H](C)CO)C[C@H]1C	-3.6	-1	2	-4[16.7 µM]	11	-2	-4
31	CN(C)/C=C(\C#N)S(=O)(=O)C(C)(C)C	1.4	-6	0	-4	-2	-2	-4
32	CO[C@H]1CN(C)C(=O)c2ccc(NC(=O)CC(F)(F)F)cc2OC[C@H](C)N(S(=O)(=O)c2cn(C)cn2)C[C@H]1C	-2.1	3	-2	x	-6	-2	-1

Some of the entries so far, with two lines to a compound.
Second line of a record: CFTR F508del cor, ERp5 block, ERAP1 HTS inh, miR-122 sensor, SIRT5 inh, Casp6 inh, DENV2 CPE rescue
#27 CC(C)(C)C1CCc2onc(C(=O)Nc3ccc4c(c3)OCO4)c2C1 (stereo not given)
 : 1.4, 2, -1, -3, -11, -1, u
#28 O=C(Cc1ccc([N+](=O)[O-])cc1)Nc1cccc(C(=O)N2CCCC2)c1
 : 1.0, -2, -2, -2, x, 6, -1
#29 CCOC(=O)c1c(Cl)c(C)nn1-c1nc(OC)cc(OC)n1
 : 0.1, 7, -1, x, 0, -4, 7
#30 CCC(=O)N(C)C[C@@H]1Oc2cc(C#CC(C)(C)O)ccc2S(=O)(=O)N([C@H](C)CO)C[C@H]1C
 : -3.6, -1, 2, -4[16.7 µM], 11, -2, -4

Next structures
nr	SMILES	CFTR F508del cor	ERp5 block	ERAP1 HTS inh	miR-122 sensor	SIRT5 inh	Casp6 inh	DENV2 CPE rescue
33	Cc1nc(CS(=O)(=O)c2ccccc2)cc(N2CCN(c3ccccc3F)CC2)n1	0.0	-8	-2	-2	-4	1	x
34	CCC(=O)N1N=C(c2ccc(C)cc2)CC1c1ccco1 (stereo not given)	0.3	0	3	x	2	1	13
35	Cc1nc(SCC(=O)NC2CCCCC2C)c(C#N)c(C)c1C (stereo not given)	-0.3	3	-3	-5	-1	-5	7
36	O=C(NCC[C@H]1CC[C@@H](NS(=O)(=O)c2ccc(Cl)cc2)[C@@H](CO)O1)c1ccc2c(c1)OCO2	-1.2	4	-5	x	2	0	2
37	CC(C)CCNC(=O)C1CCC(CNS(=O)(=O)c2ccc(Cl)cc2)CC1 (stereo not given)	2.9	2	-2	x	-1	5	-2
38	Cc1ccc(N2CCN(S(=O)(=O)c3nnc(NC(=O)c4ccccc4)s3)CC2)cc1	2.7	2	0	-5	-1	-4	19
39	CC(C)(C)c1ccc(C(=O)NCC(=O)N2CCCC2)cc1	-1.5	0	-2	x	-2	-3	8
40	O=S(=O)(NCC(c1ccco1)N1CCCCC1)c1cccc(C(F)(F)F)c1 (stereo not given)	-1.4	0	-4	21	-1	2	12
41	Cc1ccc(C(c2sc3nc(C)nn3c2O)N2CCN(CCO)CC2)cc1 (stereo not given)	1.0	2	3	-4	11	-2	2
42	O=C1CCc2cc(S(=O)(=O)N3CCCC3C(=O)N3CCN(c4ccccc4F)CC3)ccc2N1 (stereo not given)	5.3	2	0	1	-5	2	8
43	CCOc1ccc(N2C(=O)CC(SC(=NC)Nc3cccc(OC)c3)C2=O)cc1 (stereo not given)	1.7	-5	1	-18	-1	0	-6
44	COc1cccc(N2CCN(C(=O)c3cn(Cc4ccccc4)nc3-c3cccnc3)CC2)c1	15*	1	3	59	0	2	10
45	Cc1ccc(C)c(NC(=S)Nc2cccc3cnccc23)c1	-0.6	5	-3	14	-5	20	3
46	CN(Cc1ccc(Cl)cc1Cl)C(=O)CCNC(=O)c1ccco1	0.9	3	1	-2	5	9	-1
47	C[C@@H]1CCCCO[C@@H](CN(C)C(=O)Nc2cccc3ccccc23)[C@@H](C)CN([C@H](C)CO)C(=O)c2cc(NS(C)(=O)=O)ccc2O1	2.8	-1	-7	7[16.7 µM]	3	0	-6
48	Cc1ccc(SCCC(=O)Nc2ccccc2Br)cc1	3.2	1	-2	3	-3	0	7
49	CCCN1[C@H](C(=O)NC2Cc3ccccc3C2)[C@@H](CO)[C@@H]2Cn3c(cccc3=O)[C@@H]21	1.1	6	3	1[16.7 µM]	2	0	-10
50	Cc1ccc(S(=O)(=O)N[C@@H]2CC[C@H](CCNC(=O)Cc3ccccn3)O[C@H]2CO)cc1	-0.1	5	-3	x	-1	-4	8
51	O=C(Cn1cc(COc2c(F)c(F)c(Br)c(F)c2F)nn1)c1ccc(O)cc1	2.0	0	2	-8	0	4	-3

One compound at a time, from the list above. Order of screens: CFTR F508del cor, ERp5 block, ERAP1 HTS inh, miR-122 sensor, SIRT5 inh, Casp6 inh, DENV2 CPE rescue
O=C(Cn1cc(COc2c(F)c(F)c(Br)c(F)c2F)nn1)c1ccc(O)cc1 across the screens: 2.0, 0, 2, -8, 0, 4, -3
CCOc1ccc(N2C(=O)CC(SC(=NC)Nc3cccc(OC)c3)C2=O)cc1 (stereo not given) across the screens: 1.7, -5, 1, -18, -1, 0, -6
Cc1ccc(SCCC(=O)Nc2ccccc2Br)cc1 across the screens: 3.2, 1, -2, 3, -3, 0, 7

Not a hit list; 4% or so of the library scored in one or more.
